From PubChem BioAssay
C-LANA FP: inhibitors of KSHV LANA C-terminal domain DNA binding; MBP-C-LANA/FAM-LBS DNA binding, fluorescence polarization; actives 0.078% (n = 340,000); inhibition, % at 9 µM; AID 504423;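 active = highest replicate inhibition at or above 60% at 9 µM, even if other replicates fall short; inactive = all replicates below 60% inhibition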;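 note: 0% = neutral control wells and 100% = 4 µM acridine orange control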
OPRM1-OPRD1 inv: inverse agonist of human OPRM1-OPRD1 heterodimerization; P35372+P41143; cell-based MOR-DOR heterodimer luminescence, inverse agonism; inhibition, % at 9.3 µM; actives 0.21% (n = 340,000); in the data active = inhibition above about 22%, passing the limit was not always enough;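 note: 0% = cells with DMSO and 100% = wells without cells with DMSO; values of inactives mirror those of a sister screen read the other way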
Target sequence (P35372 whole entry, looked up): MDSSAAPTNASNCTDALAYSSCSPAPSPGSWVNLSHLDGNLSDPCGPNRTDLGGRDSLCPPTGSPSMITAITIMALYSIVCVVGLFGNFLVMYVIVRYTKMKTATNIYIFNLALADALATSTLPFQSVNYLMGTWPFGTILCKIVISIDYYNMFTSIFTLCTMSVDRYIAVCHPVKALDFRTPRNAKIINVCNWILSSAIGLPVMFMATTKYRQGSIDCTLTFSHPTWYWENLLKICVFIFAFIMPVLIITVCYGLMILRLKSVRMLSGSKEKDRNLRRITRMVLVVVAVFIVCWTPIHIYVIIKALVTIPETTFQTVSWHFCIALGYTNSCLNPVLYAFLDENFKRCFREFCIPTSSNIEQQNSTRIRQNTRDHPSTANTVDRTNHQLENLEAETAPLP
Target sequence (P41143 whole entry, looked up): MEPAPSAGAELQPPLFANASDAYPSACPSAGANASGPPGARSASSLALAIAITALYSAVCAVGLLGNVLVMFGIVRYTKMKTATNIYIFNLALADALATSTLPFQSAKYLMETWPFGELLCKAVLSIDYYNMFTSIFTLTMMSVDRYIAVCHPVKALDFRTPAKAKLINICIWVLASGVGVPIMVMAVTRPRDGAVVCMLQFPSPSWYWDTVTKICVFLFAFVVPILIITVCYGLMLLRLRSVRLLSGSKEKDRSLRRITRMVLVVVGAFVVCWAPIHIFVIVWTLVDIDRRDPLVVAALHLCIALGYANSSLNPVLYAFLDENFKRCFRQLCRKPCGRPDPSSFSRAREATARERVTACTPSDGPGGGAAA
V-ATPase pH: alters yeast V-ATPase proton transport; response, % at 10 µM; actives 0.37% (n = 350,000); S. cerevisiae, pHLuorin cytosolic pH fluorescence; in the data active = response mostly above about 7.3%, no sharp cut-off; inactive = mostly below about 5.4%; note: actives read high; inactives centre near 0; some compounds called inactive have numbers as strong as hits; reference of the scale not given here
Arr AP2 block: inhibitors of human beta-arrestin and AP2 interaction. FITC-arrestin peptide / GST-AP2 beads, flow cytometry; AP2 beta2 appendage carries R879A mutation. inhibition, % at 10 µM. actives 0.31% (n = 340,000). AID 504490;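 active = inhibition above a set limit, near 3 SD of compounds lacking own fluorescence, cut at about 54% in these data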;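 note: plate controls were DMSO wells for no effect and 5 µM unlabelled arrestin peptide for full effect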
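System: GST-AP2 R879A glutathione beads | Also added: FITC-arrestin peptide, 50 nM | Times: 12 min plus 1 h, RT | Signal: Bead flow cytometry, FITC channel | Buffer or medium: PBS with 0.05% Tween 20 and 0.1% BSA | Read-out basis: Percent drop in bead-associated FITC signal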
Wnt bcat act: Wnt/beta-catenin pathway activation. Wnt/beta-catenin reporter cell assay, activator, plate reader. activation, % at 9.35 µM. actives 1.2% (n = 300,000). AID 743398; in the data active = activation above about 30%, passing the limit was not always enough; inconclusive = no clear call, values can overlap the other calls;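 note: 0% = neutral control wells and 100% = positive control wells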
Pemphigus Ab inh: inhibitors of pemphigus antibody binding to human desmoglein-3; binding (percent of control), % at 10 µM; actives 0.48% (n = 310,000); P32926; DSG3-coupled beads, scFv-anti-DSG3-GFP binding, flow cytometry; active compounds read low;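 active = binding more than 3 SD below its plate's average and above zero; inconclusive = below that plate limit but binding exactly zero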;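 note: hits lower antibody fragment binding to DSG3; some compounds called inactive have numbers as strong as hits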
Cardiac RTF inh: cardiac RTF calcium desensitization; inhibition, % at 7.15 µM; IANBD-labeled cardiac RTF, Ca2+ fluorescence; P19429+P45379; AID 493244; actives 0.12% (n = 340,000);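 active = inhibition above the mean inhibition of all tested compounds plus 3 SD, cut at about 17% in these data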;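 note: assay run at fixed EC70 calcium of 1.6 mM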
Keap1 Nrf2 FP: disrupts human Keap1 binding to Nrf2 peptide. Keap1 Kelch-Nrf2 peptide fluorescence polarization, 1536-well. actives 0.15% (n = 340,000). AID 504523. inhibition, % at 9.4 µM. Q14145; in the data active = inhibition above about 12%; inconclusive = no clear call, values can overlap the other calls; inactive = below about 7.3%;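 note: human Keap1 Kelch domain with fluorescein labeled Nrf2 9mer peptide probe; 0% = neutral control wells and 100% = peptide positive control; higher means more block of Keap1 binding to Nrf2 peptide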
OPRM1-OPRD1 ag: agonists of human mu-delta opioid receptor heterodimerization | cells, OPRM1-OPRD1 heterodimerization, luminescence | P35372+P41143 | activation, % at 9.3 µM | actives 0.3% (n = 340,000); in the data active = activation above about 18%;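 note: 0% = vehicle-treated cells and 100% = reference agonist; values of inactives mirror those of a sister screen read the other way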
cardiac RTF act: cardiac RTF calcium sensitization | AID 493008 | actives 0.24% (n = 340,000) | IANBD-labeled TnC RTF fluorescence at EC20 calcium; 0% EC20 calcium, 100% full calcium | activation, % at 7.2 µM | P19429+P45379;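 active = activation above the mean over all tested compounds plus 3 SD, cut at about 30% in these data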;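 note: rise in fluorescence read as greater calcium sensitivity of cardiac thin filaments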
* hit, by the source's call; i = inactive; ? = inconclusive; . = no result given; & = joins results of further samples.

[1] O=C(CSc1nnc2c(Cl)cc(C(F)(F)F)cn12)N(Cc1ccccc1)Cc1ccccc1
[2] C=CCNC(=S)NCc1ccccc1
[3] CCOc1ccc(NC(=S)N2CCCCCC2)cc1
[4] COc1ccc(-n2ccnc2SCC(=O)NCc2ccc(F)cc2)c(OC)c1
[5] O=C(NCc1nnc(SCC(=O)N2CCC(Cc3ccccc3)CC2)o1)c1ccccc1F
[6] COc1ccc(N(CC(=O)N2CCCCCC2)S(C)(=O)=O)cc1Cl

entry no.,1,2,3,4,5,6
C-LANA FP,-0.3,-9.1,0.1,-1.1,-0.4,1.1
OPRM1-OPRD1 inv,10,24,1,-27,8,10
V-ATPase pH,-1,-3,2,-4,0,1
Arr AP2 block,6,-10,-20,19,1,2
Wnt bcat act,.,13,0,17,-4,-2
Pemphigus Ab inh,.,99,119,100,105,92
Cardiac RTF inh,-25,-2,-3,2,-5,2
Keap1 Nrf2 FP,-2,0,-3,-6,-5,1
OPRM1-OPRD1 ag,-2.1,-4.6,-0.2,5.3,-1.3,-2.1
cardiac RTF act,1,4,1,-1,3,-3

[7] O=C(Nc1ccc(Br)cc1)c1cc(S(=O)(=O)Nc2ccccn2)ccc1Cl
[8] CCc1c(C)nc(N2CCN(c3ccccc3)CC2)[nH]c1=O
[9] Cc1nc2nc(C)c(CCC(=O)NCCCN3CCN(c4cccc(Cl)c4)CC3)c(C)n2n1
[10] COCCN(C(=O)CC1CCCCC1)c1c(N)n(CC(C)C)c(=O)[nH]c1=O
[11] COc1ccc(Cn2cnc3c([N+](=O)[O-])c(C)c(C)cc32)cc1
[12] CC(C)(C)C(=O)NC1(C(F)(F)F)NC(=O)N(Cc2ccccc2)C1=O (centres undefined)

entry no.,7,8,9,10,11,12
C-LANA FP,1.3,-4.4,0.9&-1.0,31,-0.3,-0.3
OPRM1-OPRD1 inv,9,-2,3&8,1,1,2
V-ATPase pH,6,-1,1&-1,-4,-2,2
Arr AP2 block,-5,9,8&0,0,2,2
Wnt bcat act,-1,2,2&0,2,.,-3
Pemphigus Ab inh,113,116,125&104,.,101,.
Cardiac RTF inh,-3,1,4&-10,-3,4,-2
Keap1 Nrf2 FP,-8,2,-1&-3,-7,2,-5
OPRM1-OPRD1 ag,-1.7,0.4,-0.6&-1.6,-0.1,-0.2,-0.4
cardiac RTF act,-1,-4,6&-4,-1,-6,3

[13] COc1ccc(-n2c(Cc3ccccc3)nnc2SCc2ccc([N+](=O)[O-])cc2)cc1
[14] CCOc1ccc(/C=C2\CCC(C3CCCC3)C2=O)cc1 (centres undefined)
[15] COc1cc(C(=O)NNC(=O)CCOc2ccccc2C)cc(OC)c1OC
[16] CC(=O)Nc1ccc(S(=O)(=O)NCC(=O)NNC(=O)COc2c(C)cccc2C)cc1
[17] COCc1cc(C)n(CC(=O)Nc2ccc(Cl)cc2Cl)c(=O)c1C#N
[18] C/C(=C\C(=O)c1cccnc1)Nc1ccc(C)c(C)c1

entry no.,13,14,15,16,17,18
C-LANA FP,0.2,2.2,0.4,-0.3,0.0,-0.6
OPRM1-OPRD1 inv,-8,10,12,14,-9,6
V-ATPase pH,1,-1,1,1,1,2
Arr AP2 block,-8,1,28,-13,8,0
Wnt bcat act,-7,?,-6,1,0,9
Pemphigus Ab inh,107,94,130,100,-3.1*,100
Cardiac RTF inh,-1,3,-2,-13,-9,-8
Keap1 Nrf2 FP,2,0,-5,2,-1,1
OPRM1-OPRD1 ag,1.1,-2.1,-2.3,-3.6,1.7,-1.1
cardiac RTF act,-1,5,10,3,12,1

[19] CC12CN3CC(C)(CN(C1)C3c1ccc3c(c1)OCO3)C2=O (centres undefined)
[20] COc1ccc(C2=NN(S(C)(=O)=O)C(c3cccs3)C2)cc1OC (centres undefined)
[21] O=C1NC(=O)C(c2ccccc2)N1 (centres undefined)
[22] CNC(=O)C(=O)Nc1cc2c3c(c1)CCN3C(=O)CC2
[23] CC1CCN(C(=O)CSc2nnc(Cc3cccn3C)n2CCc2ccccc2)CC1
[24] Cc1cc(F)ccc1NCc1ccncc1

entry no.,19,20,21,22,23,24
C-LANA FP,-0.7,-0.2,-0.5,0.6,1.1,2.4
OPRM1-OPRD1 inv,13,10,4,8,11,0
V-ATPase pH,-4,-2,2,0,0,-2
Arr AP2 block,-10,-15,-16,-20,10,6
Wnt bcat act,0,14,-4,0,-4,.
Pemphigus Ab inh,116,110,88,125,106,82
Cardiac RTF inh,-8,-6,0,-3,-11,-8
Keap1 Nrf2 FP,-4,5,-4,0,-13,3
OPRM1-OPRD1 ag,-2.2,-2.0,-0.7,-1.6,-2.2,0.0
cardiac RTF act,-5,7,1,-3,6,7

[25] S=c1[nH]nc(CCc2ccccc2)n1-c1ccccc1
[26] CCOc1ccc2nc(NC3=NC(C)(C)C=C(C)N3)nc(C)c2c1
[27] O=C(NCc1cccs1)c1ccccc1F
[28] Nc1cc(=O)[nH]c(SCc2cccc3ccccc23)n1
[29] C=C(C)c1cccc(C(C)(C)NC(=O)NCCN(CC)CC)c1
[30] CNC(=S)N(Cc1ccc(OC)cc1)C1CC(=O)N(c2ccc(OC)cc2)C1=O (centres undefined)

entry no.,25,26,27,28,29,30
C-LANA FP,-0.8,-3.0,1.1,1.1,0.2,1.3
OPRM1-OPRD1 inv,16,i,13,-4,8,10
V-ATPase pH,-5,3,3,3,-1,7
Arr AP2 block,29,5,-8,31,15,24
Wnt bcat act,-1,-23,.,-13,-1,.
Pemphigus Ab inh,98,.,95,106,96,101
Cardiac RTF inh,8,1,5,-9,4,1
Keap1 Nrf2 FP,-1,-6,0,0,2,-1
OPRM1-OPRD1 ag,-3.0,158*,-2.7,0.8,-1.5,-2.3
cardiac RTF act,2,6,-4,-5,8,0

Rewritten as tab-separated lines: entries from further up
#	SMILES	C-LANA FP	OPRM1-OPRD1 inv	V-ATPase pH	Arr AP2 block	Wnt bcat act	Pemphigus Ab inh	Cardiac RTF inh	Keap1 Nrf2 FP	OPRM1-OPRD1 ag	cardiac RTF act
19	CC12CN3CC(C)(CN(C1)C3c1ccc3c(c1)OCO3)C2=O (centres undefined)	-0.7	13	-4	-10	0	116	-8	-4	-2.2	-5
20	COc1ccc(C2=NN(S(C)(=O)=O)C(c3cccs3)C2)cc1OC (centres undefined)	-0.2	10	-2	-15	14	110	-6	5	-2.0	7
21	O=C1NC(=O)C(c2ccccc2)N1 (centres undefined)	-0.5	4	2	-16	-4	88	0	-4	-0.7	1
22	CNC(=O)C(=O)Nc1cc2c3c(c1)CCN3C(=O)CC2	0.6	8	0	-20	0	125	-3	0	-1.6	-3
23	CC1CCN(C(=O)CSc2nnc(Cc3cccn3C)n2CCc2ccccc2)CC1	1.1	11	0	10	-4	106	-11	-13	-2.2	6
24	Cc1cc(F)ccc1NCc1ccncc1	2.4	0	-2	6	.	82	-8	3	0.0	7
25	S=c1[nH]nc(CCc2ccccc2)n1-c1ccccc1	-0.8	16	-5	29	-1	98	8	-1	-3.0	2
26	CCOc1ccc2nc(NC3=NC(C)(C)C=C(C)N3)nc(C)c2c1	-3.0	i	3	5	-23	.	1	-6	158*	6
27	O=C(NCc1cccs1)c1ccccc1F	1.1	13	3	-8	.	95	5	0	-2.7	-4

Other records
[31] CN(CC(=O)NNC(=O)CNC(=O)c1ccccc1F)S(=O)(=O)c1ccc(Cl)cc1
[32] Cc1ccc(-n2c(SCC(=O)NC3CCS(=O)(=O)C3)nc3ccccc3c2=O)cc1C (centres undefined)
[33] CCOC(=O)Cc1csc(NC(=O)CCCCCN2C(=O)c3cccc4cccc(c34)C2=O)n1
[34] Cc1ccc(OCC(=O)N2CCN(C(=O)CCC3CCCC3)CC2)cc1
[35] CCc1ccc(N2C(=O)CC(N3CCN(c4ccccn4)CC3)C2=O)cc1 (centres undefined)
[36] CCCCCCCCCCCC(=O)NC(Cc1ccc(OC)c([N+](=O)[O-])c1)C(=O)O (centres undefined)

entry no.,31,32,33,34,35,36
C-LANA FP,-1.9,-0.1,0.3,-0.1,0.2,2.4
OPRM1-OPRD1 inv,6,7,6,-1,-2,13
V-ATPase pH,1,-3,3,3,-2,3
Arr AP2 block,9,-18,-12,1,-4,-9
Wnt bcat act,0,0,.,.,-1,0
Pemphigus Ab inh,.,96,99,101,113,.
Cardiac RTF inh,-4,-13,5,0,-2,2
Keap1 Nrf2 FP,-5,5,1,-5,0,-1
OPRM1-OPRD1 ag,-1.4,-1.1,-1.1,0.2,0.4,-2.7
cardiac RTF act,4,1,0,-2,4,3

[37] CCCCN(CC)CCCNC(=O)CN1C(=O)CSc2ccc(S(=O)(=O)N3CCOCC3)cc21
[38] COCCNC(=O)c1cc(-c2ccc(OC)c(OC)c2)on1
[39] Cn1cc(S(=O)(=O)Nc2ccc(Br)cc2F)c(=O)n(C)c1=O
[40] C=CCS(=O)(=O)N1CCCC(C(=O)c2cccc(Cl)c2)C1 (centres undefined)
[41] COc1ccc(/C=N/NC(=O)c2[nH]c3ccc(Br)cc3c2-c2ccccc2)c(C(=O)O)c1OC
[42] CC(c1ccccc1)N1C(=O)CC(Sc2ncccc2C(=O)O)C1=O (centres undefined)

entry no.,37,38,39,40,41,42
C-LANA FP,-0.8,-0.7,0.4,0.7,-13,0.9
OPRM1-OPRD1 inv,-1,1,6,8,-1,1
V-ATPase pH,1,-4,2,-2,-1,-1
Arr AP2 block,-5,4,17,7,2,9
Wnt bcat act,8,.,-2,-3,-3,0
Pemphigus Ab inh,104,103,99,96,95,125
Cardiac RTF inh,-2,0,-3,3,-1,-3
Keap1 Nrf2 FP,5,1,-9,0,0,-4
OPRM1-OPRD1 ag,0.2,-0.2,-1.1,-1.6,0.2,-0.2
cardiac RTF act,-4,-1,3,-7,-4,-17

[43] COc1ccc2c(c1)c(CC(=O)Nc1nnc(C3CC3)s1)c(C)n2C(=O)c1ccc(Cl)cc1
[44] Cc1ccc(OCC(=O)N(Cc2ccco2)C2CCS(=O)(=O)C2)cc1 (centres undefined)
[45] Cc1cccc(C(=O)NCC(=O)N2CCN(S(=O)(=O)/C=C/c3ccccc3)CC2)c1
[46] CC1(C)CC(=O)C2=C(C1)NC(Nc1nc3ccccc3o1)=NC2c1ccccn1 (centres undefined)
[47] O=C(/C=C/Nc1ccccc1)c1cnc(-c2ccccc2)s1
[48] CC(C)CC1(C)NC(=O)N(CCN2C(=O)c3ccccc3C2=O)C1=O (centres undefined)

entry no.,43,44,45,46,47,48
C-LANA FP,2.1,-0.2,-1.2,-2.2,2.9,1.2
OPRM1-OPRD1 inv,-38,3,-1,9,-2,10
V-ATPase pH,-1,1,4,1,-1,-2
Arr AP2 block,-15,-20,17,27,-7,19
Wnt bcat act,8,-2,0,-2,.,.
Pemphigus Ab inh,96,104,106,116,.,98
Cardiac RTF inh,-7,-7,-6,-4,-6,-4
Keap1 Nrf2 FP,-9,-4,-5,-2,-1,-4
OPRM1-OPRD1 ag,7.0,-0.7,0.2,-1.9,0.5,-1.9
cardiac RTF act,2,1,2,-1,0,-1
